Bioassay records (PubChem BioAssay)
HUVEC inhibit: human endothelial cell proliferation inhibition; HUVEC proliferation, CellTiter-Glo luminescence, 72 h; hits give low values; viability, % at 10 µM (by protocol); 86,000 tested, 1.1% active;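 active = viability at or below 30%; inactive = viability above 30%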;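 also: 100% = median luminescence of DMSO-only cell control wells on each plate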
Smad3 FoxH1 inh: blocks human Smad3 binding to FoxH1 peptide. P84022. TR-FRET Smad3/Dy647-FoxH1 peptide binding, europium anti-His. inhibition, % at 25 µM. 88,000 tested, 0.29% active. AID 630;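 active = compounds that reduce the energy-transfer binding signal between the protein and its labelled peptide by more than half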;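 also: 0% = Smad3 plus labelled peptide maximal FRET and 100% = peptide-only background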
Target sequence (P84022 whole entry, looked up): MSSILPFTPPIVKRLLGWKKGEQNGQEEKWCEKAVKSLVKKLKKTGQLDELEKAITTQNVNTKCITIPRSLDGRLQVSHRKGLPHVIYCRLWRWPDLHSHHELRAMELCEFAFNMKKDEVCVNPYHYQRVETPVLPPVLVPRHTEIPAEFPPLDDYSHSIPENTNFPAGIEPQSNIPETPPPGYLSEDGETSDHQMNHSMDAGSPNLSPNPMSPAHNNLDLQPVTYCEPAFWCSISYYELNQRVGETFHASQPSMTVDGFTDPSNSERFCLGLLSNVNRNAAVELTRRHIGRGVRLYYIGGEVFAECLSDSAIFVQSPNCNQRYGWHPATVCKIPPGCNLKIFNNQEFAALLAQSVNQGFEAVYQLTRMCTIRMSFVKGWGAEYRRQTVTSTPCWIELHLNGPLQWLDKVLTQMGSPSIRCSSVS
H69AR growth 86K: blocks growth of human H69AR lung tumor cells; H69AR lung tumor viability, ATP luminescence, 72 h; hits give low values; viability, % at 10 µM; 85,000 tested, 6% active; AID 598;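 active = viability at or below 40%; inactive = viability above 40%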;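 also: multidrug resistant small cell line overexpressing MRP-1 efflux transporter; 100% = mean luminescence of untreated control wells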
ERb coact inh: blocks coactivator binding to human estrogen receptor beta; TR-FRET ER-beta LBD / SRC1-Cy5 peptide binding; receptor agonist-loaded with 1 µM estradiol; AID 633; inhibition, % at 25.6 µM; 86,000 tested, 1.3% active;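 active = compounds whose percent inhibition of the receptor-coactivator binding signal exceeds about 50% in the single-dose screen, limit read from the data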;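 also: 0% = receptor plus peptide wells without compound and 100% = peptide-only wells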
Target sequence (Q92731 whole entry, looked up, the tested form may be a part): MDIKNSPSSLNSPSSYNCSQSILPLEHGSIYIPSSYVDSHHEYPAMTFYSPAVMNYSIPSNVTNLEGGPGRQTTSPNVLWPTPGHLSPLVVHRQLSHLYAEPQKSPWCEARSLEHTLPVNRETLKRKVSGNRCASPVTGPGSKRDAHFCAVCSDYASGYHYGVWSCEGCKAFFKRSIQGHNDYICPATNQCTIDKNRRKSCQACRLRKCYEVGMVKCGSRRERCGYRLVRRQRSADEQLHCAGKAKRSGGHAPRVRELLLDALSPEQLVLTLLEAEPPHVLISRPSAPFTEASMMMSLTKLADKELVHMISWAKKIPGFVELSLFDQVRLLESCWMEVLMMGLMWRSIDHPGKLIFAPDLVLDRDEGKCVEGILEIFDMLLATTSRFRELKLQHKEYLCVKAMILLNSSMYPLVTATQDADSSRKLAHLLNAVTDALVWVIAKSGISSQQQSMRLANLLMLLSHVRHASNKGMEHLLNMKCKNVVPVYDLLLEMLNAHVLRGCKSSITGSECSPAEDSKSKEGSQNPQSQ
ERa coact pot: enhances coactivator binding to human estrogen receptor alpha | TR-FRET ERalpha-LBD/SRC-Cy5 coactivator binding, 2 h; 100 = basal binding, no effect | P03372 | coactivator binding (% of control), % at 25.6 µM | 86,000 tested, 1.3% active; in the data active = activity above about 200%;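 also: binding measured in presence of low estradiol as agonist stimulus; 0% = peptide alone without receptor and 100% = receptor with peptide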
CD11b adhes enh: enhancers of human CD11b/CD18 binding to fibrinogen | K562 CD11b/CD18 adhesion to fibrinogen, ATPlite luminescence | activation, % at 10 µM | 93,000 tested, 0.07% active | AID 1499;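 active = 10 µM primary screen giving 50% or more activity, confirmed by 40% or more on retest at that dose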; also: strong numbers were not always called active
Lung fibro prol: blocks proliferation of human lung fibroblasts; 85,000 tested, 1.1% active; LL 47 human lung fibroblast viability, ATP luminescence; hits give low values; viability, % at 10 µM; AID 719;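 active = viability at or below 50% in the single dose screen; inactive = viability above 50%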;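 also: compound exposure lasted 72 h before the ATP readout; 100% = median luminescence of untreated cell-only wells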
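Assay system: human lung fibroblast line LL 47, low passage. Input: 1,150 fibroblasts seeded per well. Times: overnight cell rest, 72 h compound treatment at 37 °C. Evaluation: % viability of median cell-only signal. Technique: luminescent ATP detection, CellTiter-Glo. Control set: cell-only wells, no compound.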
MT1-MMP txn act: MT1-MMP promoter transcription activation; HT1080 MT1-MMP promoter luciferase reporter, luminescence, overnight; hits give high values; activation factor at 10 µM; 86,000 tested, 0.16% active;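 active = activation factor of at least 2 for MT1-MMP transcription at 10 µM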
ERa coact inh: blocks coactivator binding to human estrogen receptor alpha; 86,000 tested, 1.7% active; inhibition, % at 25.6 µM; TR-FRET ER-alpha LBD / SRC-1 peptide, estradiol-bound; in the data active = inhibition above about 50%;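 also: 0% = receptor plus peptide control and 100% = peptide only without receptor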
* = called active by the depositor; . = no result given; [ ] = remark or other dose. These rows are one share of the data; rates above refer to the full screens.

SMILES	HUVEC inhibit	Smad3 FoxH1 inh	H69AR growth 86K	ERb coact inh	ERa coact pot	CD11b adhes enh	Lung fibro prol	MT1-MMP txn act	ERa coact inh
O=C(CCc1nc(-c2ccccc2)no1)NC1CCCCC1	93	-14	96	-8	92	-2	95	1.2	-8
CC(C)c1ccccc1OCCNS(C)(=O)=O	89	-4	83	-2	117	3	99	1	-3
CC(=O)Nc1ccc2nc(N)sc2c1	87	-7	78	-1	94	.	100	1.2	1
CCOc1cc(C2C(C#N)=C(N)Oc3n[nH]c(C)c32)ccc1OCCN1CCOCC1 (centres undefined)	96	2	108	-3[fluorescence artefact?]	130	1	90	1	-10
CCn1c(SCC(=O)NC)nnc1C(C)C	93	-6	96	-6	113	.	103	1.2	-3
COc1cc(C2Nc3cccc4cccc(c34)N2)ccc1OC(C)=O	75	-10	.	46[fluorescence artefact?]	57[fluorescence artefact?]	58	108	1.4	19[fluorescence artefact?]
N#Cc1nc(Cc2ccccc2)oc1NCc1ccccc1Cl	110	6	89	9	146	1	97	1.3	3
CCOC(=O)C(C(=O)N1CCOCC1)C1CCCCC1 (centres undefined)	99	0	95	-4	106	.	105	1.2	-13
CCOC(=O)CN(C(=O)CSc1nnc2c(n1)[nH]c1ccc(F)cc12)c1ccccc1	74	2	63	4	92	.	87	1.1	4
C=CCn1c(SCC(=O)c2ccc(NS(=O)(=O)c3ccccc3)cc2)nnc1-c1cccs1	97	11	44	1	71	3	94	1.2	15
O=c1sc2ccccc2n1COc1ccccc1	88	5	107	-5[fluorescence artefact?]	99	-3	93	1.2	-6
CCNC(=O)c1ccc2c(c1)S(=O)(=O)c1ccccc1C2=O	98	5	96	-5	119	-6	105	1.1	-5
COc1cc2nc(C)sc2cc1SC	89	11	98	-5	119	-2	103	1.1	-7
O=S(=O)(Nc1cccc(-c2nc3cccnc3s2)c1)c1ccc2c(c1)OCCO2	78	29	80	18	120	-10	104	1.1	35[fluorescence artefact?]
O=C(Nc1ccc(Cl)cn1)c1ccc(COCC(F)(F)C(F)F)o1	99	3[fluorescence artefact?]	94	-9	105	-2	92	1.4	-10
O=C(COc1ccc2ccccc2c1Br)Nc1ncn[nH]1	92	2	90	-4	115	-4	99	1	2
CCN(Cc1ccccc1)C(=O)Cn1c(=O)n(CC(=O)NCc2ccco2)c(=O)c2sccc21	99	-21	94	0	80[fluorescence artefact?]	-2	88	1.2	8
C=CCN1C(=O)C2(C(C#N)=C(N)Oc3n[nH]c(CCC)c32)c2ccccc21 (centres undefined)	99	0	89	-2	106	13	111	1	0
O=C(CCN1CCN(c2ccccn2)CC1)Nc1ccc(F)cc1	96	8	.	-3	126	-6	94	1.1	1
O=P(O)(CCc1ccccn1)CN1CCCCC1	94	4	100	16[fluorescence artefact?]	100	-2	105	1.1	17[fluorescence artefact?]
O=C(NCc1ccc(Cl)cc1)C1C2C=CC3(CN(Cc4cccnc4)C(=O)C13)O2 (centres undefined)	118	-8	101	5	76	-1	104	1	-1
Cc1nn(-c2cc(C)c3ccccc3n2)c2c1CCC2	62	5	98	-4	108	2	90	1.4	2
CCN(CC)C(=O)CN1C(=O)COCC1=O	95	4	108	-5	115[fluorescence artefact?]	-1	104	1	-12
Cc1cc(C(=O)COc2ccc3ccc(=O)oc3c2)c(C)n1Cc1cccs1	67	-20	84	37[fluorescence artefact?]	347*[fluorescence artefact?]	-5	86	1.2	58*[fluorescence artefact?]
C/C(=N/Oc1nc(C)cc(C)n1)c1ccc(Cl)cc1Cl	97	1	98	-8	118	-4	95	1.1	-9
COc1ccc(NC(=O)NCCCN2CCN(c3cc(C)ccc3C)CC2)cc1	73	0	61	-2	119	2	90	.	-1
Cc1ccc(OCC(=O)Nc2ccc(S(=O)(=O)N3CCN(C)CC3)cc2)cc1	95	4	99	-6	106	.	100	1.3	-16
Cc1ccc(S(=O)(=O)NC(=O)c2cc(C)n(CCCn3ccnc3)c2C)cc1	99	5	95	16	97	34	97	1.1	37[fluorescence artefact?]
Cn1cnnc1SCC(=O)c1ccc2c(c1)OCCO2	83	17	88	-3	80	-4	97	1.2	28[fluorescence artefact?]
COc1cccc(-c2nn(-c3ccccc3)cc2C(=O)Nc2nccs2)c1	81	3[fluorescence artefact?]	36*	-26[fluorescence artefact?]	107	20	90	1.1	-28[fluorescence artefact?]
CC1CN(S(=O)(=O)c2cccc(C(=O)NCCCn3ccnc3)c2)CC(C)O1 (centres undefined)	86	3	85	-5	106	-3	99	1.1	-2
COC(=O)CCP(=O)(O)Cc1ccccc1CP(=O)(O)CCC(=O)OC	103	16	93	1[fluorescence artefact?]	120[fluorescence artefact?]	-2	96	1.2	6[fluorescence artefact?]
O=C(Nc1ccc(S(=O)(=O)N2CCCC2)cc1)C1COc2ccccc2O1 (centres undefined)	98	1	84	0	112	.	102	1.1	-8
CCC(C(=O)N1CC2(C)CC1CC(C)(C)C2)N1C(=O)c2ccccc2C1=O (centres undefined)	82	3	102	5	109	-5	100	1.1	-2
NC(=O)c1ccsc1NC(=O)COC(=O)c1ccccc1NCc1ccco1	83	3	85	30	105	3	102	1.3	8
N#Cc1nc(COc2ccccc2Cl)oc1NCc1ccco1	82	-5	91	-7[fluorescence artefact?]	85[fluorescence artefact?]	.	93	1	0[fluorescence artefact?]
CC(C)(C)n1ncc2c(=O)n(CC(=O)N3CCN(c4ccccc4)CC3)cnc21	98	3[fluorescence artefact?]	107	5	94	0	100	1.3	-6
Cn1nccc1C(=O)N1CCc2ccccc21	90	-3	84	3	107	.	94	1.1	4
COC(=O)c1cccc(NS(=O)(=O)c2cccs2)c1C	92	8	105	-8	110	-8	92	1.1	-4
Cc1nn(Cc2ccc(C(=O)NC(C)(C)C)o2)c(C)c1Br	90	3	93	11[fluorescence artefact?]	93	-7	106	1	7[fluorescence artefact?]
CCn1c(SCC(=O)Nc2cccc(F)c2)nnc1-c1cc2cc(Br)ccc2o1	57	-27[fluorescence artefact?]	35*	8[fluorescence artefact?]	476*	31	85	1.1	6[fluorescence artefact?]
Cc1cc(C(=O)N2CCN(c3ncccn3)CC2)c(C)o1	103	13	86	-6	110	6	101	1.1	-6
Cc1ccc(-n2c(SCC(=O)NCc3ccco3)nc3sc4c(c3c2=O)CC(C)(C)SC4)cc1	92	-56	54	14	139	-4	105	1	5
CC(C)NS(=O)(=O)c1ccc2c(c1)oc(=O)n2C	99	-6	102	-1[fluorescence artefact?]	103[fluorescence artefact?]	.	110	1.1	2
CCC(=NC(CC)CO)C1=C(O)CC(C)(C)CC1=O (centres undefined)	95	11	94	-7	82	4	97	1.2	2
Cn1cccc1/C=N/n1cnnc1	97	6	95	-3[fluorescence artefact?]	123	0	107	1	1
Cc1cnc(NC(=O)c2c(O)c3cccc4c3n(c2=O)CCC4)s1	89	1	5.7*	8	103	-6	97	1.1	3
Cc1ccc(NC(=O)N2CCCN(Cc3ccc(F)cc3)C2)cc1C	38	-5	28*	9	101	-3	.	1.3	-8

By substructure, the compounds so far containing a tert-butyl group.
SMILES	HUVEC inhibit	Smad3 FoxH1 inh	H69AR growth 86K	ERb coact inh	ERa coact pot	CD11b adhes enh	Lung fibro prol	MT1-MMP txn act	ERa coact inh
CC(C)(C)n1ncc2c(=O)n(CC(=O)N3CCN(c4ccccc4)CC3)cnc21	98	3[fluorescence artefact?]	107	5	94	0	100	1.3	-6
Cc1nn(Cc2ccc(C(=O)NC(C)(C)C)o2)c(C)c1Br	90	3	93	11[fluorescence artefact?]	93	-7	106	1	7[fluorescence artefact?]

Other entries follow.
SMILES	HUVEC inhibit	Smad3 FoxH1 inh	H69AR growth 86K	ERb coact inh	ERa coact pot	CD11b adhes enh	Lung fibro prol	MT1-MMP txn act	ERa coact inh
COc1ccccc1C(=O)Nc1c2c(nn1-c1cccc(C)c1C)CS(=O)(=O)C2	91	3	94	-6[fluorescence artefact?]	410*[fluorescence artefact?]	-2	72	1.1	32[fluorescence artefact?]
CCOc1cc(/C=C2/NC(=O)N(CC(=O)Nc3cccc(C)c3)C2=O)ccc1O	79	2	58	-2	86	.	80	1.1	-56[fluorescence artefact?]
O=C(NCc1ccco1)c1cc2sccc2n1Cc1ccccc1	99	4	62	2	104	.	91	1.2	20
Cc1ccc(CCNC(=O)C2CCCN(S(=O)(=O)c3cccs3)C2)cc1 (centres undefined)	92	14	89	0	94	1	100	1.2	-2
CCOc1ccc(-c2cc(CCCC(=O)NCc3cccnc3)no2)cc1	99	0	102	-6	110[fluorescence artefact?]	1	108	1.3	-6
Cc1ccc(S(=O)(=O)Oc2ccc3c(c2)O/C(=C\c2cccnc2)C3=O)cc1	99	-7	25*	9	108	-3	96	1	-5
COc1cccc(Nc2cc(C)nc3nc(C)nn23)c1	95	8	88	-3	117	-5	101	1.1	-3
CCOc1cccc2cc(C(=O)Nc3cc(C)on3)c(=O)oc12	97	-55[fluorescence artefact?]	89	29[fluorescence artefact?]	468*[fluorescence artefact?]	62	95	1.1	33
Cc1cc2c3nonc3ccc2n1C	98	4	104	-16	103	-4	105	1.1	-18
COc1nc(OCCNC(C)=O)nc(N(C)C)n1	96	-3	87	-16	112	2	105	1.2	-4
O=C(NCCCN1CCN(CCCNC(=O)c2ccc(F)cc2)CC1)c1ccc(F)cc1	97	7	97	-7	101	1	100	1.1	-8
COc1ccc(-c2nnc3ccc(SCC(=O)NCc4ccco4)nn23)cc1OC	95	1	84	18	103	-1	101	1	1
Cc1ccc(NC(=O)c2ccc(S(=O)(=O)NCC3CCCO3)cc2)cc1 (centres undefined)	92	-2	92	2	134[fluorescence artefact?]	8	97	1.4	5
COc1ccc(S(=O)(=O)N(CC(=O)N2CCN(C)CC2)C2CCCCC2)cc1OC	115	12	92	1[fluorescence artefact?]	120[fluorescence artefact?]	4	100	1.3	-2[fluorescence artefact?]
COc1ccc(OCC(=O)N2CCN(c3nnc(-c4ccccc4)c4ccccc34)CC2)cc1	85	-4	40	2	111	3	101	1.1	2
Cc1cc(C)c(NC2=NS(=O)(=O)c3ccccc32)c(C)c1	107	3	98	-12	117	-2	101	1.2	0
Cc1ccc(C)c(OCCCCCn2ccnc2)c1	100	-2	90	1[fluorescence artefact?]	99	4	99	1.1	2[fluorescence artefact?]
CN(C(=O)c1cnc(N2CCN(c3ncccn3)CC2)c2ccccc12)c1ccc(Cl)cc1	70	6	46	-4	86	2	98	1	-7
Cc1cc(C)c2[nH]c(=O)c(CN(CC3CCCO3)C(=O)C3CCCO3)cc2c1 (centres undefined)	100	1	77	14	92	0	107	1.1	6
N#CCSc1nnc(Cc2cccc3ccccc23)n1C1CCCCC1	128	6[fluorescence artefact?]	71	-8	116	2	98	1	-4
CCC(Sc1nc(=O)cc(N)n1-c1ccccc1)C(=O)Nc1ccc(Cl)cn1 (centres undefined)	93	-5	90	2[fluorescence artefact?]	100	.	102	1.2	1
COC(=O)c1ccc(CSc2nc3sc4c(c3c(=O)n2C)CCCC4)o1	81	2	88	17[fluorescence artefact?]	137	-4	95	1.2	9[fluorescence artefact?]
COc1cc(C2/C(=C(\O)c3cc(C)ccc3C)C(=O)C(=O)N2CCN(C)C)ccc1O (centres undefined)	95	16	102	1	112	0	105	1.1	-5
Cc1ccc(SCCNC(=O)C(C)C)cc1	96	6	91	0	103	4	103	1.1	-1
CC(=O)c1cc2c(cc1NC(=O)c1ccc(-n3nc(C)cc3C)cc1)OCO2	82	5	56	13[fluorescence artefact?]	167[fluorescence artefact?]	.	95	1.1	41
CC(C)(C)c1ccc(C(=O)NCC(=O)OCN2C(=O)c3ccccc3C2=O)cc1	101	-15	104	-5	113	.	100	1.2	1
COc1ccc(Cl)cc1N=Cc1c(O)cc(C)oc1=O	92	-4	80	6	120	.	98	0.9	-8[fluorescence artefact?]
CCCC(=O)Nc1ccccc1NC(=O)CN(C)S(=O)(=O)c1ccccc1	101	-1	105	-8	128[fluorescence artefact?]	0	97	1	-7
